Assay outcomes deposited in PubChem BioAssay by National Center for Advancing Translational Sciences (NCATS).
HCV inhibitor – inhibitors of hepatitis C virus infection; Potency, µM (top dose mostly 41.8 µM), for the others: top-dose activity change, negative = inhibition, usual class: inhibitors; Huh7.5.1 HCVcc-Cre infection, luciferase reporter, 44 h; hit rate 3.4% among 340,000; AID 651820; also: potency is read from the fitted curve at half-maximal effect
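Whole-lifecycle infectious HCVcc-Cre system; cells 1,000/well, compound then virus (~0.5 moi) added 4 h after plating, 44 h culture. Luciferase read 15 sec following 15 min substrate incubation, room temp.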
AmpC no deterg – inhibitors of E. coli AmpC beta-lactamase without detergent; P00811; AmpC nitrocefin hydrolysis, absorbance 480 nm, 0.0001% Triton; hit rate 0.52% among 330,000; Potency, µM (titrated, usually from 57.1 µM), for inactives: top-dose activity change, negative = inhibition, actives largely listed as inhibitors;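 also: potency is read from the fitted curve at half-maximal effect; plate controls were no compound for no effect and no enzyme for full effect; nearly all actives have a fitted effect of over 20% in size; some results filed as inactive show a strong effect at the top dose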
Target sequence (P00811 whole entry, looked up): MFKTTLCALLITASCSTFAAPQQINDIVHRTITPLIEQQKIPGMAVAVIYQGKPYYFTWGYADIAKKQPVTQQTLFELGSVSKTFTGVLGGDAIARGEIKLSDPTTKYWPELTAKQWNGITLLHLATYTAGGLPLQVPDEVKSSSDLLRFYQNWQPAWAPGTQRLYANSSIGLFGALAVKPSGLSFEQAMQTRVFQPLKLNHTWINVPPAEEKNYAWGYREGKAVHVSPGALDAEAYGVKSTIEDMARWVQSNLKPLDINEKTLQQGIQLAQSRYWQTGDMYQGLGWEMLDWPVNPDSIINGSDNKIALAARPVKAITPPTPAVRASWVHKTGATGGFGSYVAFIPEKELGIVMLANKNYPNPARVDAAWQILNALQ
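20 mM phosphate pH 7.0 + 0.01% (detergent screen) or 0.0001% Triton X-100; 5.3 nM AmpC reagent; cpd preinc 15 min RT; nitrocefin (800 uM stock) to start; A480 q20 s × 4 min; Activity was normalised to no-enzyme and no-compound control wells.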
Sm TGR block – inhibitors of Schistosoma mansoni thioredoxin glutathione reductase. Q962Y6. purified TGR, DTNB reduction, TNB absorbance 405 nm. Potency, µM (highest dose often 114 µM), inactives show top-dose activity change, negative = inhibition, actives largely listed as inhibitors. hit rate 3% among 360,000; also: potency is read from the fitted curve at half-maximal effect; nearly all actives have a fitted effect of over 60% in size
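TGR 20 nM + NADPH 100 uM (dispensed conc.), cpd preinc 15 min RT; start with NADPH (500 uM addition) then DTNB (15 mM addition). Kinetic TNB absorbance, 405 nm filter. Four-parameter Hill fit across titration.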
AmpC inh detg – blocks E. coli AmpC beta-lactamase in detergent assay. hit rate 0.041% among 370,000. Potency, µM (doses to about 114 µM), inactives show at the top dose activity change, negative = inhibition, hits mostly inhibitors. AmpC hydrolysis of nitrocefin, absorbance 480 nm, 0.01% Triton. P00811;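 also: potency is read from the fitted curve at half-maximal effect; 0% = no-compound wells and -100% = no-enzyme wells; nearly all actives have a fitted effect of over 25% in size; some results filed as inactive show a strong effect at the top dose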
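20 mM phosphate pH 7.0 + 0.01% (detergent screen) or 0.0001% Triton X-100; 5.3 nM AmpC reagent; cpd preinc 15 min RT; nitrocefin (800 uM stock) to start; A480 q20 s × 4 min; Activity was normalised to no-enzyme and no-compound control wells.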
HCMV inh – inhibitors of human cytomegalovirus; HFF cells, HCMV-luciferase reporter, 72 h; stronger effect = lower value; activity change, negative = inhibition, % at 57.5 µM; hit rate 4.5% among 410,000; in the data active = activity change below about -60%; inconclusive = no clear call, values can overlap the other calls; inactive = above about -39%
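Cell-based, HFFs, 1000 cells/well, 16 h 37C; cpds in DMSO + HCMV-luc, MOI 1 PFU/cell; 72 h 37C; OneGlo luminescence after 5 min RT; norm. to buffer vs Salinomycin 10uM.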
FBPA Giardia inh – inhibitors of Giardia lamblia fructose-1,6-bisphosphate aldolase. A8B2U2. purified Giardia FBPA. Potency, µM (titrated, usually from 59.6 µM), for inactives: at the highest dose activity, negative = inhibition, hits mostly inhibitors. hit rate 0.71% among 290,000. AID 2451; also: potency is read from the fitted curve at half-maximal effect; nearly all actives have a fitted effect of over 55% in size
Target sequence (A8B2U2 whole entry, looked up): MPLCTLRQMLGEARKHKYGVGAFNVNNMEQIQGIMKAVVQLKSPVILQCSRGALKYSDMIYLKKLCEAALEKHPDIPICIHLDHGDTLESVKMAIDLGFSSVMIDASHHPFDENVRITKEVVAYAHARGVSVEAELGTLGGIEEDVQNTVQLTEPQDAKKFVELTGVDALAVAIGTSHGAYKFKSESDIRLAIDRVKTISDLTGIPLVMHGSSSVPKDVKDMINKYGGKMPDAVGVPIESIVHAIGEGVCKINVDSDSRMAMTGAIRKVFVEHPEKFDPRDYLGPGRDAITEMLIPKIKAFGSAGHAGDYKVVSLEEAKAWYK
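Giardia FBPA (40 nM reagent) was preincubated 10 min at RT with compound (up to 57.5 uM final), then substrate plus GAPDH/TPI/NAD/arsenate coupling system with diaphorase/resazurin was added; resorufin fluorescence (525/598 nm) was read after 20 min.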
The depositor's hits bear a star; ? = inconclusive; · = not tested or not shown; & = joins results of further samples; ! = repeats disagree; [ ] = another dose, or the depositor's remark. Unless noted, calls follow the shape of the dose curve; as a rule, active = well fitted curve in the direction sought with a large enough effect; inconclusive = small, poorly fitted or top-dose-only effect, or another doubt; inactive = no such curve, though single readings can be large; an effect the other way counts as inactive or inconclusive. Unless noted, % is scaled to controls: 0 for no effect and ±100 for the full control effect.

item	SMILES	HCV inhibitor	AmpC no deterg	Sm TGR block	AmpC inh detg	HCMV inh	FBPA Giardia inh
1	Cc1cccn2c(=O)c3cc(C(=O)NC(C)C)c(=N)n(Cc4ccncc4)c3nc12	-1%	-18%	-16%	1%	-17	-7%
2	CC(=O)Nc1cccc(/C(C)=N/NC(=O)c2cccc(S(=O)(=O)N3CCOCC3)c2)c1	1%	-24%	5%	-2%	-31	3%
3	CN(C)c1ccc(CNc2nc(-c3ccco3)nn2C(=O)c2cccc([N+](=O)[O-])c2)cc1	·	·	-1%	11%	66	·
4	CC1CCCN(S(=O)(=O)c2cc3c4c(c2)CC(=O)N4CCC3)C1 (configuration not stated)	·	·	10%	1%	-6	·
5	Cc1cc(=O)oc(C)c1C(=O)NCCc1ccc(F)cc1	7%	-5%	13%	-3%	41	-1%
6	COC(=O)C(C)Oc1ccc2cc(-c3ccccc3)c(=O)oc2c1 (configuration not stated)	17%	0%	0%	?	0	-7%
7	COc1ccc(NC(=O)c2sc3nc4c(cc3c2N)CN(Cc2ccccc2)CC4)c(OC)c1	·	·	-3%	-4%	-95*	·
8	CC(=O)Nc1cccc(Oc2ncccc2[N+](=O)[O-])c1	-7%	-22%	-4%	9%	-22	1%
9	CCOC(=O)c1ccc(NC(=O)N2CCCCC2)cc1	?	-6%	0%	1%	·	1%
10	NC(=O)COC(=O)/C=C/c1ccc2ccccc2n1	-4%	-20%	0%	-4%	-38	0%
11	CCCCC1N2CC3([N+](=O)[O-])CN1CC([N+](=O)[O-])(C2)C3(C)C (configuration not stated)	25%	-10%	-2%	?	-32	7%
12	COC(=O)C1=C(c2ccc(F)cc2OCc2ccccc2)C[C@@H]2CC[C@H]1N2C(=O)N1CCC(O)CC1	-21%	226%[activator]	3%	0%	·	·
13	CCC(CC)c1nnc(NC(=O)CCc2ccccc2OC)s1	18%	-31%	-9%	-10%	14	2%
14	COC(=O)c1ccc(Oc2cc(C)nc(NCc3ccccc3)n2)cc1	-28%	-27%	5%	-10%	-18	-11%
15	Cc1ccc(OCCNC(=O)c2ccccc2OCc2c(C)noc2C)cc1	?	25%	-4%	1%	-3	·
16	Cc1[nH]c(C)c(S(=O)(=O)NCCc2ccccc2)c1C(=O)N1CCCCC1	10%	-2%	-17%	-10%	48	·
17	Cn1cc(C(=O)OCC(=O)NC2CCCC2)c2ccccc21	-12%	-9%	6%	-18%	-8	·
18	O=C(C1=C(O)C(=O)N(Cc2cccnc2)C1c1cccc(Oc2ccccc2)c1)c1ccco1 (configuration not stated)	0%	-35%	·	·	-4	·
19	CCOC(=O)c1ccc(N2CCN(c3ccc(F)cc3)CC2)c(NC(=O)Nc2ccc(CC)cc2)c1	·	·	6%	-8%	-31	·
20	CCN(CC(=O)Nc1ccc(OC)cc1)C(=O)Cc1coc2cc(C)c(C)cc12	22%	-2%	-12%	-13%	-12	·
21	COC(=O)c1ccccc1N(C)S(=O)(=O)c1cc2c3c(c1)CC(=O)N3CCC2	·	·	10%	13%	-9	·
22	COC(=O)c1c(C)nc2nonc2c1N	15%	-5%	·	-6%	-32	7%
23	CCOc1ccc2oc(C(=O)O)c(C)c2c1	18%	-24%	-1%	2%	-11	5%
24	CCCCCCCCSc1nnc(/N=C/N(C)C)s1	-7%	6%	-4%	1%	6	6%
25	CN(CC(=O)Nc1ccc2c(c1)OCCO2)S(=O)(=O)c1cccc2cccnc12	4%	-39%	0%	?	30	-6%
26	CCOC(=O)C1=C(Cn2cnc3ccccc32)NC(=O)NC1c1ccc(OC)cc1 (configuration not stated)	1%	-5%	-36%	-7%	-23	4%
27	Cc1cc(C)cc(NC(=O)Cn2c(=O)n(CC(=O)NCCc3ccccc3)c(=O)c3ccccc32)c1	·	·	-8%	-11%	-13	·
28	CC(CCc1ccccc1)NC(=O)COc1cc(F)ccc1[N+](=O)[O-] (configuration not stated)	-3%	37%	7%	3%	49	-4%
29	O=C(Nc1ccc2c(c1)OCCO2)c1ccc2ccccc2n1	?	-46%	0%	-2%	341	?
30	Cc1cccc(C(=O)NCCNC(=O)c2ccco2)c1	-2%	-5%	28%	-11%	1	6%

Not a retest: an excerpt of the list.
item	SMILES	HCV inhibitor	AmpC no deterg	Sm TGR block	AmpC inh detg	HCMV inh	FBPA Giardia inh
28	CC(CCc1ccccc1)NC(=O)COc1cc(F)ccc1[N+](=O)[O-] (configuration not stated)	-3%	37%	7%	3%	49	-4%
29	O=C(Nc1ccc2c(c1)OCCO2)c1ccc2ccccc2n1	?	-46%	0%	-2%	341	?
30	Cc1cccc(C(=O)NCCNC(=O)c2ccco2)c1	-2%	-5%	28%	-11%	1	6%

(listing goes on)
item	SMILES	HCV inhibitor	AmpC no deterg	Sm TGR block	AmpC inh detg	HCMV inh	FBPA Giardia inh
31	Cn1cc([N+](=O)[O-])c(C(=O)Nc2ccc(-c3nc4ccccc4[nH]3)cc2)n1	-3%	-10%	-7%	-4%	-73*	3%
32	CCOC(=O)c1sc(NC(=O)CSc2nnc(-c3ccco3)n2CC)c(C(=O)OCC)c1C	10µM*!	?	20µM*	1%	49	0%
33	O=C(CN1C(=O)C(=O)c2ccccc21)c1ccccc1	10%	-10%	10%	-4%	-30	-8%
34	CCOC(=O)c1[nH]c(C)c(CCC(=O)NCc2ccc(OC)cc2)c1C	·	·	3%	16%	4	·
35	Cc1ccc(N(CC(=O)NCc2ccc(Cl)cc2)S(=O)(=O)N(C)C)cc1	·	·	7%	-2%	-17	·
36	O=C(O)Cc1ccc(O)c(O)c1	-25%	-16%	0.89µM*	-1%	3	-4%&-14%
37	COc1cccc(CN2C(=O)C(C)N(C(=O)c3ccccc3)c3ccccc32)c1 (configuration not stated)	?	7%	10%	?	-71*	14%
38	CC(=O)N1N=C(c2ccccc2)CC1c1cccs1 (configuration not stated)	-7%	-10%	-3%	-1%	2	7%
39	Cc1ccc(-n2c(-c3cccnc3)n[nH]c2=S)c(C)c1	10%	-10%	2%	-7%	0	-20%
40	CCN(c1cccc(C)c1)S(=O)(=O)c1cc2c3c(c1)CCN3C(=O)CC2	-21%	89%[activator]	1%	2%	·	·
41	Cc1noc(C)c1C(=O)NC(C)c1ccc2c(c1)OCO2 (configuration not stated)	7%	-22%	0%	-13%	60	2%
42	COCCNC(=O)C1CC(c2ccccc2[N+](=O)[O-])=NO1 (configuration not stated)	17%[8.37 µM]	-25%	-22%	?	-6	6%
43	COc1ccccc1-c1nnc(N)s1	0%	-15%	-9%	0%	18	-6%
44	COC(=O)c1sc(C(F)(F)F)c(-c2ccccc2)c1S(=O)(=O)NC(C)(C)C	11%	71%[activator]	5%	-7%	-8	2%
45	O=C(COc1ccccc1[N+](=O)[O-])N/N=C/c1ccc(O)c([N+](=O)[O-])c1	14%	-13%	11%	6%	-29	-3%
46	O=C1C(=Cc2cccs2)C(=O)c2ccccc21	8%	-10%	-12%	0%	-19	?
47	CC(=NCCc1ccccc1)C1=C(O)C(c2ccccc2)OC1=O (configuration not stated)	18%	-10%	2%	-3%	5	4%
48	COc1ccc(Nc2c(-c3ccc(C)cc3)nc3cnccn23)cc1	-12%	27%	-2%	7%	29	-5%
49	COC(=O)c1nn(-c2ccccc2)c(=O)cc1Oc1ccccc1	1%	-9%	9%	-5%	52	-1%
50	CCN(CC)c1nc(-c2cccc(OC)c2O)nc2ccccc12	-25%	-17%	11%[11.4 µM]	-13%	86	9%
51	CS(=O)(=O)N(CC(=O)N1CCN(Cc2ccccc2)CC1)c1ccc(F)cc1	-2%	37%	-14%	4%	-35	2%
52	CCOc1cc2[nH]c(=O)n(CC3CCC(C(=O)NCCCOC)CC3)c(=O)c2cc1OCC (configuration not stated)	16%	-1%	-17%	-15%	-5	-5%
53	COc1ccc(-[n+]2c(C)cc(/C=C3\Sc4ccccc4N3C)cc2C)cc1	1.1µM*	38%	-8%	-3%	-99*	-26%
54	COc1cc(Br)c(Br)c(Br)c1N	15%	-30%	9%	4%	-8	-13%
55	Nc1nnc(SCC(=O)Nc2ccc(Cl)cc2)s1	·	·	3%	7%	10	·
56	O=C(C1CCC(=O)N1Cc1cccnc1)N1CCN(c2ccc(F)cc2)CC1 (configuration not stated)	-2%	-13%	1%	?	30	1%
57	COC(=O)[C@H](CCSC)NC(=O)NCCc1ccccc1F	-7%	3%	3%	-1%	29	4%
58	Cc1ccc(-c2nnc(Nc3ccc(O)cc3)c3ccccc23)cc1S(=O)(=O)N1CCN(C)CC1	·	·	?	-2%	-66*	·
59	O=C(Nn1cnnc1)c1ccc(F)c(S(=O)(=O)N2CCCCC2)c1	5%	-29%	1%	-12%	1	4%

Record cards (already shown). Values in the order: HCV inhibitor, AmpC no deterg, Sm TGR block, AmpC inh detg, HCMV inh, FBPA Giardia inh
`COc1ccc(-[n+]2c(C)cc(/C=C3\Sc4ccccc4N3C)cc2C)cc1` across the screens: 1.1µM*, 38%, -8%, -3%, -99*, -26%
`COC(=O)c1sc(C(F)(F)F)c(-c2ccccc2)c1S(=O)(=O)NC(C)(C)C` across the screens: 11%, 71%[activator], 5%, -7%, -8, 2%
`Nc1nnc(SCC(=O)Nc2ccc(Cl)cc2)s1` across the screens: ·, ·, 3%, 7%, 10, ·
`COc1ccc(Nc2c(-c3ccc(C)cc3)nc3cnccn23)cc1` across the screens: -12%, 27%, -2%, 7%, 29, -5%
`CCOC(=O)c1[nH]c(C)c(CCC(=O)NCc2ccc(OC)cc2)c1C` across the screens: ·, ·, 3%, 16%, 4, ·
